NOD2 RIPK2 PPI – NOD2-RIPK2 protein interaction inhibition | CHO BLA complementation NOD2-RIPK2, CCF4 ratio | inhibition, % at 4.98 µM | hit rate 0.38% among 360,000 | AID 624267; in the data active = inhibition above about 21%;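 note: 0% = vehicle only and 100% = reference blocker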
ABHD5-PLIN5 inh – ABHD5-PLIN5 protein interaction inhibition; inhibition, % at 4 µM; Split G. princeps luciferase complementation, luminescence, 4 h; Q00G26+Q8WTS1; AID 602281; hit rate 0.78% among 360,000;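 active = inhibition above the mean inhibition across every tested compound plus 3 SD, cut at about 22% in these data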;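 note: 0% = DMSO only wells and the 100% control is not disclosed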
MC4R barr agon – agonists of human melanocortin 4 receptor (MC4R) beta-arrestin; AID 540308; hit rate 0.98% among 360,000; activation, % at 8.9 µM; U2OS MC4R beta-arrestin complementation, luminescence; percent of melanotan II response, DMSO zero;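 active = activation above a per-plate cutoff, the mean activation of sample wells on that plate plus 3 SD, cut at about 8% in these data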
Target sequence (P32245 whole entry, looked up): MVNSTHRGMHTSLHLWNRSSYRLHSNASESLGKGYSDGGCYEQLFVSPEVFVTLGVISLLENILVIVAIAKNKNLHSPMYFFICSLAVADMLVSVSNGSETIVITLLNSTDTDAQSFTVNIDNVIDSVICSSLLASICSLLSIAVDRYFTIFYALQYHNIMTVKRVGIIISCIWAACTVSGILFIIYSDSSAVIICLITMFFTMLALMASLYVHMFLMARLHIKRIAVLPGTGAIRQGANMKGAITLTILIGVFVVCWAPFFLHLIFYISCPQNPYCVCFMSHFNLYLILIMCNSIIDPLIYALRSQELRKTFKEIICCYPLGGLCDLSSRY
HTR2A ag – agonists of mouse serotonin 5-HT2A receptor (HTR2A) | CHO-K1 mHTR2A beta-arrestin complementation, luminescence; percent of 30 µM serotonin response | activation, % at 7.6 µM | hit rate 0.66% among 360,000 | AID 624169;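 active = activation above a run cutoff, the mean activation of all tested compounds plus 3 SD, cut at about 14% in these data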;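 note: 0% = plate median of compound wells and 100% = 30 µM serotonin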
Target sequence (P35363 whole entry, looked up): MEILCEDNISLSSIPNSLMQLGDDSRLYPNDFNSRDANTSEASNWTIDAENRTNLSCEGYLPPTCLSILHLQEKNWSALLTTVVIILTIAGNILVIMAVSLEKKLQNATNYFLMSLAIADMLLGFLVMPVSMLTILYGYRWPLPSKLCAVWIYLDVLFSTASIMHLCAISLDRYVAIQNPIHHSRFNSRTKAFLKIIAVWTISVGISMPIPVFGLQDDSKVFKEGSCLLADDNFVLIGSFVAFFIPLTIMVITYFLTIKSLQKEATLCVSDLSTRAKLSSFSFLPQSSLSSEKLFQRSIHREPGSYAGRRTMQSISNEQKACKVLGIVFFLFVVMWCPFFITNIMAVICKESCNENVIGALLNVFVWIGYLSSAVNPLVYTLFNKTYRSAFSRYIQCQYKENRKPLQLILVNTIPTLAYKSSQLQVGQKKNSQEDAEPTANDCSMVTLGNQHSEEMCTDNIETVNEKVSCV
Cardio protect – modulators protecting cardiomyocytes from myocardial damage. hit rate 0.63% among 360,000. protection from H2O2 cell death, % at 20 µM. AID 588492. H9c2 cardiomyocytes, H2O2 injury protection, ATPLite, 2 h;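 active = compounds giving at least 50% protection of heart cells from peroxide-induced death in the single-dose screen, raw or plate-pattern-corrected value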;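 note: 0% = DMSO wells with peroxide and 100% = DMSO wells without peroxide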
SRC2 inh – inhibits human steroid receptor coactivator 2. Q15596. HEK293 GAL4-SRC2 luciferase reporter, luminescence. inhibition, % at 9 µM. hit rate 0.17% among 370,000. AID 651957;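 active = inhibition above the mean inhibition of all tested compounds plus 3 SD, set per campaign, cut at about 52% in these data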;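 note: 0% = DMSO treated cells and 100% = cells given Gossypol at 36 µM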
ABCB6 inh 2 – human ABCB6 transporter inhibition. Q9NP58. K562-ABCB6 porphyrin accumulation, flow cytometry, 1 h; stronger effect = lower value. fluorescence ratio to DMSO, % at 10 µM. hit rate 0.19% among 360,000. AID 602162;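 active = fluorescence ratio to DMSO below 75%, the collection mean minus 3 SD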;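 note: signal is porphyrin accumulated inside mitochondria; 100% equals median channel fluorescence of DMSO control wells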
MC4R antagonist – human MC4R antagonism in cAMP assay | P32245 | MC4R-expressing cells, MTII-stimulated cAMP, LANCE TR-FRET | AID 540295 | inhibition, % at 6.5 µM | hit rate 0.48% among 360,000;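 active = inhibition above its plate's cutoff, the mean of tested wells on that plate plus 3 SD, cut at about 29% in these data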;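 note: 0% = Melanotan II alone and 100% = Melanotan II plus saturating MCL0020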
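Assay system: U2OS-MC4R stable cell line; Also added: Melanotan II; Technique: Eu-cAMP/anti-cAMP TR-FRET, emission 671 nm; Times: 30-min compound, 1-h challenge, 1-h detection, room temperature.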
Glyco luc inh – N-linked glycosylation inhibition. D54 ERlucT glycosylation luciferase reporter, 24 h; percent of 100 nM tunicamycin response. reporter increase, % at 12.5 µM. hit rate 0.23% among 360,000;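 active = mean luciferase reporter signal, scaled so untreated is 0 and the glycosylation-blocking control 100, at or above a set limit in every replicate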;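 note: luciferase carries N-glycosylation sites so blocking glycosylation raises the light; 0% = median of neutral control wells and 100% = median of 100 nM tunicamycin wells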
TLR9-MyD88 block – inhibitors of human TLR9-MyD88 binding; hit rate 0.21% among 340,000; CHO BLA complementation TLR9-MyD88, CCF4 FRET ratio; Q9NR96+Q99836; inhibition, % at 4.98 µM;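 active = inhibition above the mean over all tested compounds plus 3 SD, cut at about 21% in these data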;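 note: 0% = DMSO only wells and 100% = clavulanate BLA inhibitor control wells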
Numbers without * were called inactive; . = not tested or not shown. Only part of the results is shown; rates above refer to the full screens.

SMILES	NOD2 RIPK2 PPI	ABHD5-PLIN5 inh	MC4R barr agon	HTR2A ag	Cardio protect	SRC2 inh	ABCB6 inh 2	MC4R antagonist	Glyco luc inh	TLR9-MyD88 block
CCCCc1n[nH]c2c1/C(=N/OCC)CC(C)(C)C2	-3	-4	2.8	0	-5	8	97	9	2	.
C=CCSc1nnc(NC(=O)c2cccc(S(=O)(=O)N3CCOCC3)c2)s1	-7	5	0.4	5	2	3	97	9	1	-14
C[C@H](NC(=O)[C@@H]1CSC2c3ccccc3C(=O)N21)C(=O)NC1CCCCC1 (stereo not given in full)	-17	4	0.5	1	4	4	98	-6	-2	-8
CCOC(=O)C1CCN(C(=O)CSc2ccccc2)CC1	-4	-6	-2.6	1	16	11	99	-2	2	-4
COc1cccc(CN2CC(C(=O)NCCOc3ccccc3)CCC2=O)c1 (stereo not given)	-5	7	-0.7	3	0	-39	98	0	1	-4
O=C(CSc1nc2scc(-c3ccccc3)c2c(=O)[nH]1)N1CCCCC1	-1	-1	-1.4	0	4	-7	115	13	0	8
COC(=O)c1ccc(NC(=O)CSCC(=O)OCC(=O)c2ccc(Br)cc2)cc1	-1	-5	-1.6	-5	2	-12	98	15	-2	8
COc1ccc(CCNC(=O)c2ccc(CNc3c(N4CCOCC4)c(=O)c3=O)cc2)cc1OC	-8	3	-1.4	-3	2	2	103	1	2	-2
Cc1ccc(-c2c(C(=O)O)c3ccccc3[nH]c2=O)cc1	2	13	0.3	-3	-5	1	101	7	3	1
COC(=O)Cn1c(=NC(=O)c2ccc(Cl)s2)sc2cc(F)ccc21	0	11	3.8	1	8	-22	108	-1	2	1
O=C(N/N=C/c1ccncc1)c1cc2c(ccc3ccccc32)o1	-6	5	-0.8	-9	20	-7	92	4	-5	7
Cc1ccc(C(=O)c2c3ccccc3[n+]([O-])n2CCC(N)=O)cc1	-11	-2	-1.7	4	-3	-16	97	-5	-2	4
Cc1cccc(NS(=O)(=O)c2ccc(C(=O)NCC(C)(C)N3CCOCC3)cc2)c1C	8	-4	-0.1	-5	-1	25	98	7	-3	-12
Cc1c(C(=O)N(C)Cc2ccccc2)oc2c(Cl)cccc12	-6	-9	0.0	-12	1	4	97	-4	-5	8
Cc1cc(C(=O)OCC(=O)Nc2sc3c(c2C#N)CCC(C)C3)c2ccccc2n1 (stereo not given)	0	0	-0.6	2	-3	-30	99	-2	4	-10
Cc1ccccc1Cn1c(C)c(C(=O)NCc2cccc(C(F)(F)F)c2)sc1=O	5	-6	2.6	-9	-3	-5	98	4	-1	.
Cc1cc(NC(=O)CCC(=O)N(CC(=O)NC2CCCC2)c2ccccc2)no1	-8	-5	-0.7	-3	1	-11	109	9	2	-1
COc1ccccc1C1CC(=O)NC(SCC(=O)Nc2ccccc2)=C1C#N (stereo not given)	-2	10	1.2	3	-17	-23	102	2	-2	-5
COc1ccc(C(C)(C)C)cc1NC(=O)CNc1cccc2ccccc12	-7	-8	5.1	3	-25	14	99	8	0	-15
O=C(N1CCOCC1)N(Cc1cccs1)C1CCCC1	-8	10	-0.2	3	3	18	99	0	-3	-11
c1ccc2c(SCc3cn4ccccc4n3)nncc2c1	-2	5	-6.1	-5	14	-77	100	10	-3	7
CC1(c2nnc(Cc3ccccc3)o2)CC(c2ccc(F)cc2)=NO1 (stereo not given)	-5	-3	-0.1	-4	-2	8	91	1	1	6
O=C(CN1C(=O)c2cccc([N+](=O)[O-])c2C1=O)OCC(=O)N1CCCCC1	-32	12	-0.1	11	-2	-26	101	23	1	2
Cc1ccc(C)c(NC(=O)CN(C)C(=O)c2cccc(S(=O)(=O)N3CCCC3)c2)c1	-8	1	-1.0	2	-4	17	93	-2	0	6
O=C(COC(=O)/C=C/c1ccc(S(=O)(=O)N2CCOCC2)cc1)NCc1ccc(Cl)cc1	6	7	-2.0	2	-5	5	98	-11	5	7
COCCCNC(=S)NC1CC2CCC(C1)N2Cc1ccccc1 (stereo not given)	-8	-7	1.1	0	5	-23	100	-1	-1	-12
COc1ccc(-c2nnc(SCc3cccc(C#N)c3)o2)cc1	-3	-5	-0.5	-4	2	-13	97	4	-2	-29
CCOC(=O)N1CCN(C(=O)COC(=O)c2ccc(N(C)C)cc2)CC1	1	3	-0.8	5	-1	12	101	2	1	9
CN(C)c1nc2ncn(Cc3ccccc3)c2c(=O)[nH]1	5	1	-0.4	0	15	-6	95	-3	-2	-6
CCOc1ccc(S(=O)(=O)N(CCO)CCO)cc1-c1nc2c(C(C)(C)C)nn(C)c2c(=O)[nH]1	-2	5	0.0	-1	21	-33	102	-2	-1	-8
COc1ccc(C(=O)N2CC3(CC(c4ccc(Cl)cc4)=NO3)C[C@H]2C(=O)NCC(N)=O)cc1 (stereo not given in full)	-7	0	-1.0	-1	6	1	100	3	0	3
CCC(C)c1ccc(NC(=O)CN(C)CC(=O)Nc2cccc(OC)c2)cc1 (stereo not given)	-4	7	-0.4	6	2	-16	97	7	2	-2
CCCc1nnc(SCC(=O)Nc2nnc(CC)s2)n1CC1CCCO1 (stereo not given)	-6	-2	-0.8	13	-3	-3	101	17	2	0
COc1ccc(NC(=O)COC(=O)c2ccc(Br)o2)cc1OC	-7	3	0.1	-1	-1	-9	103	-1	1	1
CC(C=NNc1ccc([N+](=O)[O-])cn1)=Cc1ccccc1	6	-8	-0.1	1	-8	-52	93	-2	-12	4
N#CCCn1cc(C(=O)Nc2ccc(C(=O)O)cc2)c(-c2cc3ccccc3o2)n1	-9	-3	1.3	2	18	10	97	4	1	4
COc1cc(NC(=O)CN2CCC(C)CC2)c(C)cc1[N+](=O)[O-]	-1	0	-0.9	2	-2	-13	95	-6	0	-4
Cn1cccc1C(=O)NCCc1ccc(Cl)cc1	-12	-3	-3.1	-5	0	-44	96	-1	-1	-1
COc1ccc(N2CCN(S(=O)(=O)c3ccc(Cl)c(C(F)(F)F)c3)CC2)cc1	-1	1	8.5*	3	-6	1	100	6	-1	-1
C=CCCCCCCCCC(=O)Nc1c[nH]c(=O)[nH]c1=O	-6	-3	2.5	9	-10	-4	98	12	0	5
OCCNc1nc(-c2ccccc2)c2cc(Br)ccc2n1	4	2	-0.4	-5	-2	7	97	15	0	2
COc1cc(/C=N\Nc2ccc([N+](=O)[O-])cc2)ccc1OCC(=O)Nc1ccc(C)c(C)c1	-2	-2	-0.8	-3	0	-25	200	9	-2	4
COc1ccc(C(=O)NC2(C(F)(F)F)NC(=O)N(CCCc3ccccc3)C2=O)cc1OC (stereo not given)	1	1	-1.3	-1	-8	12	97	-6	-1	-15
CCOC(=O)c1c(NC(=O)CSc2nnc3c(n2)[nH]c2ccccc23)sc2c1CCN(C)C2	-1	5	-1.3	0	3	-42	91	6	-5	-8
CC(=O)N/C(=C\c1ccccc1Cl)C(=O)O	-7	-2	0.1	11	8	-5	102	8	2	-7
c1ccc(-c2nnc(N3CCOCC3)c3ccccc23)cc1	-2	-4	1.9	-2	-1	0	95	11	-1	.
Cc1ccccc1C(=O)NC1CCN(CC(=O)Nc2ccccc2Cl)CC1	7	1	-1.8	-2	-1	4	99	6	1	4
CCOC(=O)N1CCC(NC(=O)Cn2cc3c(n2)CCCCC3)CC1	-23	5	-0.1	5	11	-10	97	3	2	-5

Eleven structures out of the list, ordered by SMILES length, smallest number first.
SMILES	NOD2 RIPK2 PPI	ABHD5-PLIN5 inh	MC4R barr agon	HTR2A ag	Cardio protect	SRC2 inh	ABCB6 inh 2	MC4R antagonist	Glyco luc inh	TLR9-MyD88 block
Cn1cccc1C(=O)NCCc1ccc(Cl)cc1	-12	-3	-3.1	-5	0	-44	96	-1	-1	-1
CC(=O)N/C(=C\c1ccccc1Cl)C(=O)O	-7	-2	0.1	11	8	-5	102	8	2	-7
OCCNc1nc(-c2ccccc2)c2cc(Br)ccc2n1	4	2	-0.4	-5	-2	7	97	15	0	2
C=CCCCCCCCCC(=O)Nc1c[nH]c(=O)[nH]c1=O	-6	-3	2.5	9	-10	-4	98	12	0	5
CC(C=NNc1ccc([N+](=O)[O-])cn1)=Cc1ccccc1	6	-8	-0.1	1	-8	-52	93	-2	-12	4
CCOC(=O)N1CCC(NC(=O)Cn2cc3c(n2)CCCCC3)CC1	-23	5	-0.1	5	11	-10	97	3	2	-5
Cc1ccccc1C(=O)NC1CCN(CC(=O)Nc2ccccc2Cl)CC1	7	1	-1.8	-2	-1	4	99	6	1	4
N#CCCn1cc(C(=O)Nc2ccc(C(=O)O)cc2)c(-c2cc3ccccc3o2)n1	-9	-3	1.3	2	18	10	97	4	1	4
COc1ccc(N2CCN(S(=O)(=O)c3ccc(Cl)c(C(F)(F)F)c3)CC2)cc1	-1	1	8.5*	3	-6	1	100	6	-1	-1
COc1ccc(C(=O)NC2(C(F)(F)F)NC(=O)N(CCCc3ccccc3)C2=O)cc1OC (stereo not given)	1	1	-1.3	-1	-8	12	97	-6	-1	-15
COc1cc(/C=N\Nc2ccc([N+](=O)[O-])cc2)ccc1OCC(=O)Nc1ccc(C)c(C)c1	-2	-2	-0.8	-3	0	-25	200	9	-2	4

Next entries follow:
SMILES	NOD2 RIPK2 PPI	ABHD5-PLIN5 inh	MC4R barr agon	HTR2A ag	Cardio protect	SRC2 inh	ABCB6 inh 2	MC4R antagonist	Glyco luc inh	TLR9-MyD88 block
CCOc1ccc(C(=O)NCCc2ccc3c(c2)OCCO3)cc1	-12	-3	-0.3	-1	-12	-1	103	26	0	-3
COc1ccccc1OCCCN1C(=O)C(=O)c2cccc(C)c21	4	2	0.8	-1	-1	11	103	12	3	4
N#Cc1c(N)n(-c2ccc(N)cc2)c2nc3ccccc3nc12	-12	4	0.3	-5	0	4	95	-4	6	7
CSc1ccc(/C=C(/NC(=O)c2ccco2)C(=O)N2CCOCC2)cc1	-1	3	-3.0	3	3	0	98	2	1	2
CCN(Cc1ccccc1)C(=O)COC(=O)c1cnc(C)cn1	-12	1	-1.6	-5	-3	-41	96	8	0	18
COCCN1CC(=O)N(c2cccc(C)c2C)C(c2ccc(Cl)cc2)C1=O (stereo not given)	-3	3	-0.2	-2	-3	-3	99	12	1	8
CCOC(=O)c1ccccc1NC(=O)/C=C/C(=O)O	-5	1	-0.6	0	1	3	105	13	0	-1
O=C1N[C@@H](Cc2ccccc2)[C@@H](c2ccco2)O1	-5	0	-0.2	-8	3	11	98	-3	4	10
O=C(NCc1ccco1)c1ccc(COc2cccc3ccccc23)cc1	-1	1	1.7	3	-5	0	99	10	-2	0
NC(=S)N/N=C/c1ccc(Br)o1	1	-7	-3.6	-5	-2	-12	97	9	2	9
COC(=O)c1cc(C(=O)c2cc(Cl)ccc2O)coc1=N	-13	-4	2.2	2	4	19	105	9	1	-5

Assay outcomes from PubChem BioAssay.
